SUMO1-SIM PPI: modulators of human SUMO1-mediated protein-protein interactions. inhibition, % at 20 µM. P63165. 360,000 compounds, 0.33% hits. AID 602429. SUMO1 binding to a labelled peptide, TR-FRET, 1 h; in the data active = inhibition above about 37%
Target sequence (P63165 whole entry, looked up): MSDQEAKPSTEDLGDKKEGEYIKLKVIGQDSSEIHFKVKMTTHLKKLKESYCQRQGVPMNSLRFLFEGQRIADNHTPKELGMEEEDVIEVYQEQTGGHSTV
SKN-1 block: C. elegans SKN-1 inhibition. C. elegans VP596 Pgst-4::GFP/RFP ratio, acrylamide-induced, 24 h. inhibition, % at 21.8 µM. 360,000 compounds, 0.49% hits. AID 624304;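 active = interference check ratio from 0.5 to 1.5 plus GFP to RFP signal ratio inhibition reaching or exceeding a fixed threshold, cut at about 30% in these data, passing the limit was not always enough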; note: some compounds called inactive have numbers as strong as hits
NadD inh: inhibitors of Staphylococcus aureus NadD; purified NadD enzyme, colorimetric absorbance read-out; inhibition, % at 20 µM; 360,000 compounds, 0.78% hits; in the data active = inhibition above about 26%; note: some compounds past the cut are filed as inactive
STEP inh: blocks human striatal-enriched tyrosine phosphatase; P54829; recombinant STEP, OMFP fluorogenic substrate, fluorescence; inhibition, % at 20 µM; 360,000 compounds, 0.25% hits;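 active = inhibition at 20 µM, scaled per plate between control wells, above about 37%, limit read from the data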;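 note: 0% = DMSO with enzyme and substrate and 100% = substrate only without enzyme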
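Also added – OMFP at 25 µM · Test system – STEP tyrosine phosphatase · Technique – FITC-channel fluorescence of OMFP product · Schedule – 20 min at room temperature, dark · Evaluation – control-normalized % inhibition with plate pattern correction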
Scp-1 inhibitor: Scp-1 (human) phosphatase inhibition. Q9GZU7. Recombinant Scp1, phosphopeptide, malachite green phosphate absorbance. inhibition, % at 20 µM. 340,000 compounds, 0.88% hits;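 active = inhibition above about 50% at 20 µM, limit read from the data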;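 note: plate controls were DMSO wells with enzyme for no effect and wells lacking enzyme for full effect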
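Test system: SCP-1 catalytic domain; Buffer or medium: Acidic Tris acetate buffer with magnesium and detergent; Also added: Phosphorylated 17-residue peptide substrate; Compound: single 20 µM dose, 1% DMSO; Schedule: enzyme reaction 45 min at room temperature, colour 5 min, stabilisation 30 min; Signal: Phosphate-binding colour reagent, absorbance read at 630 nm.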
Rpn11 block: Rpn11 (human) deubiquitinase inhibition; O00487; human 26S proteasome, Ub4-pepOG fluorescence polarization; 20S core pre-blocked with epoxomicin; calls only at 20 µM; 360,000 compounds, 0.59% hits;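 active = inhibition at 20 µM, scaled to each plate's controls, above about 33%, limit read from the data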
DNMT1 inh: inhibitors of human DNMT1; 360,000 compounds, 0.83% hits; inhibition (reported as % activation of signal), % at 10 µM; DNMT1 molecular beacon, Hinp1I cleavage, fluorescence; in the data active = inhibition above about 50%
MT1-MMP act inh: inhibitors of human MT1-MMP activation | P50281 | HT1080 RFP-PRO-GFP cells, GFP/RFP ratio fluorescence, overnight; percent of plate control window, DMSO zero | GFP/RFP ratio change, % at 20 µM | 360,000 compounds, 0.061% hits | AID 651647;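 active = GFP/RFP ratio change of at least 30% with cell ATP level not reduced by more than half and red fluorescence within 50% of control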; note: strong numbers were not always called active
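Material: RFP-PRO-GFP reporter HT1080 cells. Dosing: single-point 20 µM compound, 1% DMSO. Controls: DMSO and RFP-L50D-GFP cell wells. Timing: cells overnight before dosing, compound overnight, 37 °C, 5% CO2. Measure: GFP/RFP fluorescence ratio.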
CendR NRP1 mod: alters CendR peptide binding to human NRP-1; FAM-RPARPAR peptide binding to NRP-1, fluorescence polarization; inhibition, % at 25 µM; 360,000 compounds, 0.85% hits;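 active = inhibition or corrected inhibition above about 18%, plus a signal ratio from 0.5 to 1.5, limit read from the data, passing the limit was not always enough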; note: strong numbers were not always called active
Target sequence (O14786 whole entry, looked up): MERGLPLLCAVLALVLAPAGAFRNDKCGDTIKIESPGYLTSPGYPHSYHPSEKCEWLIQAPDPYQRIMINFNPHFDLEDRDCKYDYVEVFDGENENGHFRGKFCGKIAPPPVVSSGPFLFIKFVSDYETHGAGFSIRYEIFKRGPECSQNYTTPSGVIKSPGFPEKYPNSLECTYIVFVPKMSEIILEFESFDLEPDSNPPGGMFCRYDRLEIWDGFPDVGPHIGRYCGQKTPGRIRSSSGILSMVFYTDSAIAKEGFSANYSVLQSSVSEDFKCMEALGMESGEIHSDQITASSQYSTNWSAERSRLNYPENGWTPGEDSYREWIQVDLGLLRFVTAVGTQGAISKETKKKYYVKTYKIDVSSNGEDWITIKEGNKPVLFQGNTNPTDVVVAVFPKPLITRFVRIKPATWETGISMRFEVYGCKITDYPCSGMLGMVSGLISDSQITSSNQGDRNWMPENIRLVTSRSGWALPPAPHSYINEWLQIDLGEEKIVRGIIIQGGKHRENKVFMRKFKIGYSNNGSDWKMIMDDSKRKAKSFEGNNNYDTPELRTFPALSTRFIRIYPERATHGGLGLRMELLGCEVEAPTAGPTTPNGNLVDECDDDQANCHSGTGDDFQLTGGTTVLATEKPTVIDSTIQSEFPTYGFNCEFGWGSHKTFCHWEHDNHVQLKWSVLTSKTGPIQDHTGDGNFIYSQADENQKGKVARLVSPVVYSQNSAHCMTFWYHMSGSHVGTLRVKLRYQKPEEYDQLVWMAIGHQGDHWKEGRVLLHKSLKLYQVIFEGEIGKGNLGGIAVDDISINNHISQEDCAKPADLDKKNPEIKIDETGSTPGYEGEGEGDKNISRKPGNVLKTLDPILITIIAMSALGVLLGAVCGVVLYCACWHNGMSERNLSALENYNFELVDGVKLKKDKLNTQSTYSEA
LMPTP inh: blocks human LMPTP phosphatase; P24666; recombinant LMPTP-A, OMFP fluorogenic substrate, fluorescence intensity; inhibition, % at 20 µM; 360,000 compounds, 0.22% hits; AID 651560;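 active = compounds that cut the enzyme signal by at least half of the control window in the single-dose screen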;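 note: plate controls were DMSO wells with enzyme plus substrate for no effect and substrate without enzyme for full effect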
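Test system: LMPTP-A phosphatase enzyme; input: 0.625 nM LMPTP-A final; reagent: OMFP substrate, 400 µM final; compound dosing: 20 µM single dose, 3% DMSO; incubation: 50 min dark incubation at room temperature; measured by: endpoint fluorescence intensity from OMFP dephosphorylation; measure: % inhibition relative to no-enzyme and uninhibited control wells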
Starred values were filed as active, the others as inactive; i = inactive; . = no result given.

SMILES | SUMO1-SIM PPI | SKN-1 block | NadD inh | STEP inh | Scp-1 inhibitor | Rpn11 block | DNMT1 inh | MT1-MMP act inh | CendR NRP1 mod | LMPTP inh
CCOc1ccccc1NC(=O)CNC(=O)Cc1ccccc1 | 0 | -1 | 4 | 2 | -3 | i | 1 | -1 | 7 | -0.8
Cc1ccccc1N(CC(=O)N1CCN(Cc2ccccc2)CC1)S(C)(=O)=O | -5 | -5 | -3 | 2 | . | i | -5 | -3 | 6 | -0.3
CCCc1nn(C)c(C(=O)Nc2cccc(Cl)c2)c1Cl | -4 | 6 | -4 | 4 | -17 | i | -3 | 0 | 11 | 1.2
COCc1nnc(NC(=O)c2ccc(S(=O)(=O)N3CCOCC3)cc2)o1 | -1 | -8 | -1 | -1 | 1 | i | -1 | -9 | -10 | -0.7
Nc1ccc(/C=C/c2ccc3ncccc3c2)cc1 | -19 | 10 | 0 | 0 | -7 | i | -11 | -4 | -4 | 3.9
CCC(C)N=C1Sc2nc3ccc(C)cc3cc2CN1CCOC (stereo not drawn) | -13 | -12 | 6 | 0 | -5 | i | -1 | 4 | 0 | -0.5
Cc1ccc(-c2nc3ncccn3c2NC(=O)C2CC2)cc1 | -3 | -5 | 2 | -4 | -7 | i | 3 | -2 | 6 | -0.1
CCC(C)C(NC(=O)c1ccccc1NC(=O)c1ccco1)C(=O)O (stereo not drawn) | 2 | 13 | -6 | -3 | -7 | i | 8 | -8 | -10 | -2.8
C#CCNC(=O)C1=C[C@H](c2cn(C(C)=O)c3ccccc23)C[C@H](OCc2ccc(CO)cc2)O1 | 38 | 20 | -2 | 0 | -7 | i | -10 | -2 | 1 | 1.1
COc1ccc(N(CC(=O)NCC2CCCO2)S(=O)(=O)c2ccccc2)cc1OC (stereo not drawn) | 1 | 28 | -3 | 1 | -6 | i | 0 | 3 | 4 | -0.5
CC(OC(=O)c1oc2ccccc2c1CSC1CCCCC1)C(=O)NC(N)=O (stereo not drawn) | -3 | 14 | 2 | 4 | -14 | i | 6 | 3 | -9 | -1.1
Oc1ccccc1-n1c(-c2ccccc2)ccc1-c1ccccc1 | 1 | 7 | -9 | -2 | -17 | i | -8 | -11 | 6 | 3.6
O=C(CCc1ccc(O)c(O)c1)NNC(=S)Nc1ccc(Br)cc1Cl | 8 | 3 | 3 | -1 | 1 | i | 5 | 5 | 13 | 0.3
CCC(C)(C)n1nnnc1CN(Cc1cccs1)Cc1cc2cc(OC)ccc2[nH]c1=O | 4 | 8 | 5 | 0 | 10 | i | -3 | 1 | -3 | -1.1
CN(Cc1ccccc1F)C(=O)c1cccc(NC(=O)CC2SC(N3CCCCC3)=NC2=O)c1 (stereo not drawn) | 8 | -12 | 4 | 1 | -5 | i | -1 | -13 | -33 | 0.5
Cc1cccnc1NC(=O)C1c2ccccc2Oc2ccccc21 | 0 | 10 | 9 | 1 | -8 | i | 1 | -1 | 8 | 0.7
O=C1C=C(c2ccc(CO)cc2)C[C@@H](c2ccc(F)cc2)C1 | -27 | 9 | -8 | -4 | . | i | 5 | 3 | 2 | -2.4
O=C(COc1ccc(Cl)cc1Br)Nc1nnc(C2CC2)s1 | 3 | 6 | 9 | 0 | -6 | i | 9 | -1 | 2 | -1.2
Nc1c(C(=O)c2ccccc2)sc2nsc(SCCN3CCCC3)c12 | -45 | -7 | -10 | 1 | -4 | . | -11 | -147 | -71 | 2.9
CCN(CC)CCN1C(=O)C(=O)/C(=C(/O)c2cnn(-c3ccccc3)c2C)C1c1cccnc1 (stereo not drawn) | -3 | -9 | 1 | 0 | -7 | i | 3 | -10 | -5 | -1.0
CCCCn1c(N)c(N(CCOC)C(=O)C2CC(=O)N(Cc3ccco3)C2)c(=O)[nH]c1=O (stereo not drawn) | 6 | 26 | 2 | -3 | -1 | i | 5 | -3 | 4 | -1.7
CC(NCC(O)COC1CCC(C(C)(C)C)CC1)c1ccccc1 (stereo not drawn) | -2 | 5 | -12 | 8 | -5 | i | -2 | -2 | 11 | -2.4
O=S(=O)(NCc1ccccc1)c1cnc[nH]1 | 1 | 2 | 0 | -3 | -2 | i | -1 | 4 | 3 | 0.7
Oc1ccccc1C1=NOC(O)(C(F)F)C1 (stereo not drawn) | 1 | -5 | -8 | -2 | 1 | i | -6 | 0 | 3 | 0.5
O=C(CCc1ccccc1)N=C1SC2CS(=O)(=O)CC2N1c1cccc(F)c1 (stereo not drawn) | -4 | 5 | -6 | -1 | -1 | i | -4 | -10 | 18 | -1.6
CC(C)NC(=O)N1Cc2cc(C(=O)NC3CCCC3)nc(-c3cccc(-c4cccnc4)c3)c2[C@@H]1CCO | 4 | 2 | -5 | . | . | . | . | -7 | -21 | -1.2
O=C1CC(c2ccco2)Cc2c1cnn2-c1nc2ccccc2s1 (stereo not drawn) | 2 | -3 | 3 | -2 | -3 | i | -14 | 7 | 7 | 0.8
Cc1ccc(CSc2ncnc3c2cnn3-c2ccc(C)cc2)cc1 | 0 | 5 | 1 | 2 | -8 | i | 1 | 4 | -3 | -2.0
CCn1c(SCC(=O)Nc2ccc(OC)c(OC)c2)nc2c(c1=O)SCC2 | -3 | 3 | -2 | 0 | -2 | i | 1 | 1 | 6 | -1.0
COc1ccc(-n2c(SCC(=O)C(C)(C)C)nc3ccsc3c2=O)cc1 | 2 | -9 | -11 | -1 | -5 | i | 0 | -8 | 6 | 0.6
Nc1c(Cl)ncnc1NCCO | 0 | -5 | 1 | 0 | -7 | i | 0 | 5 | 1 | -0.6
C/C(=N\NC(=O)c1c(Cl)c(C)nn1C)c1cccc(NC(=O)C2CCCC2)c1 | -2 | 11 | -2 | -2 | -4 | i | 0 | 1 | -1 | -1.0
CC1Cc2cccc3c(O)c(C(=O)c4nn[nH]n4)c(=O)n1c23 (stereo not drawn) | 2 | -3 | 2 | 4 | -4 | i | 1 | 2 | 9 | -3.4
O=[N+]([O-])c1ccc(-n2cnc3ccccc32)c([N+](=O)[O-])c1 | -22 | 8 | -1 | 1 | -5 | i | -2 | -10 | 10 | 1.0
CN(C(=O)COC(=O)c1cc2c(s1)CCCCC2)c1ccccc1 | 3 | -3 | -4 | 2 | -1 | i | 1 | 2 | -3 | 0.9
Cc1ccc2nc(C(C)(C)C)c(Cc3ccsc3)n2c1 | 3 | 6 | 5 | -1 | . | i | 38 | 2 | -29 | -1.5
O=C(COc1ccc2c(c1)OCO2)Nc1cccc(F)c1 | 6 | 9 | -4 | -1 | -3 | i | -1 | 2 | -1 | 0.5
Cc1[nH]n2c(=O)c3c(nc2c1-c1ccc(Cl)cc1)CCC3 | -11 | 0 | 6 | 2 | 4 | i | 3 | 13 | 14 | -1.2
COc1ccc(Cl)cc1C(=O)OCC(=O)N(C)CC(=O)Nc1ccc(F)cc1 | -1 | 10 | 3 | -2 | -10 | i | 0 | 2 | 2 | -1.0
Cc1cc(NC(=O)c2ccccc2)no1 | 1 | 16 | 5 | -1 | 3 | i | 1 | -2 | -1 | -2.1
Cn1c(=O)[nH]c(=O)c2c1nc1n2CCN1Cc1ccccc1 | -3 | 3 | 2 | 3 | -6 | i | 0 | 11 | 14 | -0.5
COc1nc(N)nc2nc[nH]c12 | -3 | 11 | 7 | -2 | -6 | i | -1 | 8 | 11 | -1.3
CC1CC(OCC(O)CN2CCCCC2C)CC(C)(C)C1 (stereo not drawn) | 1 | 29 | -7 | 1 | 4 | i | 6 | -5 | 4 | -2.6
O=S(=O)(NCC(c1cccnc1)N1CCN(c2ccccc2)CC1)c1cccs1 (stereo not drawn) | 1 | 24 | 11 | 5 | 0 | i | -3 | -3 | -3 | 3.0
CCC1CCCCN1C(=O)CSc1nc2c(c(=O)n1C)SC(C)C2 (stereo not drawn) | -2 | 3 | -2 | -2 | -5 | i | 1 | 1 | 13 | -1.4

Some of the entries so far, in markdown:
| mol | SUMO1-SIM PPI | SKN-1 block | NadD inh | STEP inh | Scp-1 inhibitor | Rpn11 block | DNMT1 inh | MT1-MMP act inh | CendR NRP1 mod | LMPTP inh |
| --- | --- | --- | --- | --- | --- | --- | --- | --- | --- | --- |
| CC1CC(OCC(O)CN2CCCCC2C)CC(C)(C)C1 (stereo not drawn) | 1 | 29 | -7 | 1 | 4 | i | 6 | -5 | 4 | -2.6 |
| CC1Cc2cccc3c(O)c(C(=O)c4nn[nH]n4)c(=O)n1c23 (stereo not drawn) | 2 | -3 | 2 | 4 | -4 | i | 1 | 2 | 9 | -3.4 |

Whole records, looked up by structure:
Shown for `CC1CC(OCC(O)CN2CCCCC2C)CC(C)(C)C1` (stereo not drawn) → SUMO1-SIM PPI: 1; SKN-1 block: 29; NadD inh: -7; STEP inh: 1; Scp-1 inhibitor: 4; Rpn11 block: i; DNMT1 inh: 6; MT1-MMP act inh: -5; CendR NRP1 mod: 4; LMPTP inh: -2.6
Shown for `Cc1[nH]n2c(=O)c3c(nc2c1-c1ccc(Cl)cc1)CCC3` → SUMO1-SIM PPI: -11; SKN-1 block: 0; NadD inh: 6; STEP inh: 2; Scp-1 inhibitor: 4; Rpn11 block: i; DNMT1 inh: 3; MT1-MMP act inh: 13; CendR NRP1 mod: 14; LMPTP inh: -1.2

Additional compounds.
SMILES | SUMO1-SIM PPI | SKN-1 block | NadD inh | STEP inh | Scp-1 inhibitor | Rpn11 block | DNMT1 inh | MT1-MMP act inh | CendR NRP1 mod | LMPTP inh
CCCCn1cc(S(=O)(=O)c2ccccc2)c(=O)c2cc(C)ccc21 | 2 | 19 | 1 | 0 | 0 | i | 1 | -4 | 9 | 0.3
N#Cc1c[nH]n2c(=O)cc(Cc3ccccc3)nc12 | 4 | -7 | -2 | -2 | 0 | i | 4 | 4 | -10 | -1.6
COc1cc(C)ccc1N(CCCN1C(=O)c2cccc3cccc(c23)C1=O)C(=O)c1cccs1 | -3 | 17 | 3 | 4 | -15 | i | 29 | -14 | -8 | 6.1
Cc1cc2c3c(c1)C1(C(=O)N3C(C)(C)CC2C)C(C#N)=C(N)OC2=C1C(=O)CC(C)(C)C2 (stereo not drawn) | 0 | 14 | -3 | -1 | -3 | i | 1 | -1 | -2 | -1.0
COc1ccc(CCNC(=O)c2cc(S(=O)(=O)N3CCc4ccccc43)ccc2F)cc1OC | 7 | 18 | -10 | -1 | . | i | -3 | -4 | -4 | -0.9
Clc1ccc(-c2nnc(SCc3nc4ccccc4[nH]3)o2)c(Cl)c1 | 3 | -6 | 0 | 0 | 3 | i | 2 | -8 | 10 | -0.6
CCCCNC(=O)N(c1c(N)n(Cc2ccccc2)c(=O)[nH]c1=O)C1CCCC1 | 0 | 10 | 1 | -3 | -6 | i | -2 | 1 | 2 | -1.3
O=C(O)C1CCCCC1C(=O)NCc1ccccn1 (stereo not drawn) | -4 | 2 | 0 | 0 | 0 | i | 2 | 2 | 12 | -0.1
CCc1ccc(C2(C)SC(NC(C)=O)=NN2C(C)=O)cc1 (stereo not drawn) | -1 | -5 | -3 | -3 | -9 | i | 2 | 7 | -6 | -1.4

Screening data deposited in PubChem BioAssay by Sanford-Burnham Center for Chemical Genomics.

This is a random part of the collection. About 3.9% of those tested had a hit in this group.
